AGP1 TOR yeast = yeast TOR pathway AGP1-GFP modulation; S. cerevisiae AGP1-GFP multiplex flow cytometry, 3 h; GFP as percent of DMSO wells; 320,000 compounds, 0.02% hits; GFP response vs DMSO, % at 10 µM;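 active means GFP response relative to DMSO above a set limit, near screen average plus 3 SD, cut at about 150% in these data; inconclusive means fewer than 70 cells counted for the yeast strain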;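 further: median GFP channel fluorescence of the gated AGP1 strain per well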
GRK2 aptamer HTS = blocks RNA aptamer binding to human GRK2; P25098; bead flow cytometry, FAM-aptamer displacement from GRK2; inhibition of aptamer binding, % at 10 µM; 330,000 compounds, 0.59% hits;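 active means inhibition of aptamer binding above 40%, roughly 3 SD of noise, on plates passing a quality check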;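 further: median bead fluorescence of bound FAM aptamer so fluorescent compounds give negative values; no value below 0 was filed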
MCL1-BIM inh = disrupts human MCL1 binding to BIM-BH3 peptide; 320,000 compounds, 0.68% hits; inhibition, % at 10.9 µM; Q07820; AID 2057; GST-MCL1 / FITC-Bim-BH3 fluorescence polarization;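 active means inhibition above the mean inhibition of all tested compounds plus 3 SD, set per campaign, cut at about 40% in these data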;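 further: 0% = DMSO wells and 100% = unlabeled Bim-BH3 peptide control; higher means more loss of mP so more displacement of Bim peptide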
BCLXL inh = blocks human Bcl-xL binding to Bim BH3 peptide | Q07817 | GST-Bcl-xL / FITC-Bim BH3 peptide fluorescence polarization | inhibition, % at 10.9 µM | 320,000 compounds, 0.7% hits | AID 2129;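 active means inhibition above the mean of all tested compounds plus 3 SD, cutoff set per campaign, cut at about 30% in these data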;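 further: 0% = DMSO wells and 100% = unlabeled Bim-BH3 peptide competitor; inhibitors lower millipolarization by displacing the labeled peptide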
VLA-4 inh = inhibition in a human VLA-4 binding assay | inhibition, % (about 7 µM as worked out from the volumes in the protocol) | VLA-4 expressing cells, ligand binding flow cytometry | 330,000 compounds, 0.2% hits; in the data active means inhibition above about 50%
Target sequence (P13612 whole entry, looked up): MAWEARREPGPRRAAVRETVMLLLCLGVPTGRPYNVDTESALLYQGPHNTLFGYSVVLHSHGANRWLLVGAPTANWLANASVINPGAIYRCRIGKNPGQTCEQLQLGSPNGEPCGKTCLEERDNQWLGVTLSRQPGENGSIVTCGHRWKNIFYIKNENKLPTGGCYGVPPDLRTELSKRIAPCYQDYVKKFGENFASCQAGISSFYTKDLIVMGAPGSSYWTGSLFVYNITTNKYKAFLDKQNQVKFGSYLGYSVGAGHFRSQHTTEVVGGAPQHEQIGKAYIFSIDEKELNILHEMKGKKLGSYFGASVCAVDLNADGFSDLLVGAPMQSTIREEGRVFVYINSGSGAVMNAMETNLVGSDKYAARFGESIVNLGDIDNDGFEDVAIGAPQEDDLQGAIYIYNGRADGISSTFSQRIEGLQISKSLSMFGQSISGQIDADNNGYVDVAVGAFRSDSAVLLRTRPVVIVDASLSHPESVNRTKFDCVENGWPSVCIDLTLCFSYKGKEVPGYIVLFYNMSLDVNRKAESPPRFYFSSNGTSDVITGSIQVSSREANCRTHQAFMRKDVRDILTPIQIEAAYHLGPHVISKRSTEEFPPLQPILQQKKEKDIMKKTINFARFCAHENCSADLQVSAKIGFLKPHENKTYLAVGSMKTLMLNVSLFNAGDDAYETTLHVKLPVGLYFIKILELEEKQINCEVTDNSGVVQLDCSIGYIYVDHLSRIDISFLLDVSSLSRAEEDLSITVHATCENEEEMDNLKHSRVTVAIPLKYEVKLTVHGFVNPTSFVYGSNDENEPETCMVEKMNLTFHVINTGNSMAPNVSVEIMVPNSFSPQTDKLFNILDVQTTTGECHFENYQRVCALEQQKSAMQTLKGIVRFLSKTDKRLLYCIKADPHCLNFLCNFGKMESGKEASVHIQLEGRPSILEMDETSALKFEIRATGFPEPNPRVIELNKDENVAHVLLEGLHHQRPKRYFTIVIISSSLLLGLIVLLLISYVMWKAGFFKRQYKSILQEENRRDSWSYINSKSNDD
GLD-1 RNA inh = GLD-1-TGE RNA interaction inhibition (C. elegans); Q17339; purified GLD-1 + fluorescein TGE RNA, fluorescence polarization; inhibition, % at 5.96 µM; 320,000 compounds, 0.44% hits;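 active means percent inhibition above a per-plate cutoff, the plate mean of test compounds plus 3 SD, cut at about 30% in these data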;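 further: 0% = DMSO wells with GLD-1 and probe and 100% = wells lacking GLD-1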
Fam108B counter = blocks mouse Fam108B hydrolase in RBBP9 counter-screen | recombinant Fam108B, FP-Rh probe fluorescence polarization | inhibition, % at 9.51 µM | 300,000 compounds, 0.33% hits | AID 1947;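 active means inhibition above the screen mean inhibition plus 3 SD, computed separately per campaign, cut at about 18% in these data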;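 further: inhibitors lower polarization as less probe binds the enzyme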
MEX-5 binding = C. elegans MEX-5 TCR-2 RNA binding activity; Q9XUB2; activity score (negative = inhibition of binding), % at 10 µM; AID 1832; MEX-5/FITC-TCR2 RNA binding, fluorescence polarization; hits give low values; 300,000 compounds, 0.38% hits;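 active means inhibition past about -25% in most replicates, and total fluorescence under double the plate's negative control median, limit read from the data; inconclusive means replicates evenly split on the limit, or fluorescence at least double controls; inactive means too little inhibition in most replicates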;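 further: 0% = DMSO and -100% = 5 µM competing unlabeled TCR2 RNA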
CIT2 TOR yeast = yeast TOR pathway CIT2-GFP modulation. GFP response vs DMSO, % at 10 µM. S. cerevisiae CIT2-GFP strain, flow cytometry, 3 h; 100 means same as DMSO wells. 320,000 compounds, 0.065% hits;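 active means GFP response relative to DMSO above a set limit, near the screen mean plus 3 SD, cut at about 150% in these data; inconclusive means Fewer than 70 cells measured for a yeast strain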;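 further: ratio of well median GFP fluorescence to mean of DMSO wells on the plate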
The depositor's hits bear a star; ? = inconclusive; / = not tested or not shown.

[1] C=CC(=O)Nc1ccc(CN2C(=O)N(c3c(Cl)c(OC)cc(OC)c3Cl)Cc3cnc(NCCCCN(CC)CC)nc32)cc1
[2] CCCCc1noc2c1/C(=N\O)CC(c1ccccc1)C2 (centres undefined)
[3] COc1cnc(-c2ccccn2)nc1N(C)C
[4] CC(C)CNC(=O)c1cccc(NC(=O)CSc2ccc(Cl)cc2)c1
[5] CCCCOP(=O)(OCCCC)C(Nc1ccc(C(=O)OCC)cc1)c1ccncc1 (centres undefined)
compound no.,1,2,3,4,5
AGP1 TOR yeast,104,94,106,97,99
GRK2 aptamer HTS,0,0,0,1,2
MCL1-BIM inh,/,4,7,-2,2
BCLXL inh,/,2,8,2,2
VLA-4 inh,0,-10,-2,5,4
GLD-1 RNA inh,-7,7,4,1,-3
Fam108B counter,/,-2,-1,3,3
MEX-5 binding,/,-1.5,0.8,4.0,-0.1
CIT2 TOR yeast,103,92,95,100,105

[6] C/C(=N/NC(=O)CNC(=O)c1ccccn1)c1cccc([N+](=O)[O-])c1
[7] Cc1ccc(NC(=O)c2cccc(OCc3c(C)noc3C)c2)c(C)c1
[8] CCOC(=O)C(C)Sc1nnc(NC(=O)c2ccc3c(c2)OCO3)s1 (centres undefined)
[9] COc1cccc(C#Cc2c(C=O)n(C)c3ccccc23)c1
[10] Cc1sc(NC(=O)CN2CCOCC2)nc1-c1ccc2c(c1)CCN2S(=O)(=O)c1ccccc1
compound no.,6,7,8,9,10
AGP1 TOR yeast,92,104,101,92,105
GRK2 aptamer HTS,0,2,0,4,0
MCL1-BIM inh,6,-11,-6,1,-6
BCLXL inh,6,-1,1,1,-3
VLA-4 inh,6,41,-3,22,14
GLD-1 RNA inh,-2,5,5,1,1
Fam108B counter,1,1,2,/,-4
MEX-5 binding,-1.2,0.4,-1.9,/,1.4
CIT2 TOR yeast,93,96,102,93,98

[11] COc1cccc(CN(C)C(=O)c2ccc3nccnc3c2)c1
[12] COc1ccc(C(=O)Nc2ccc(C(=O)Nc3cccnc3)cc2)cc1
[13] O=C(NCc1ccncc1)C1CCN(S(=O)(=O)c2ccccc2)CC1
[14] O=S(=O)(/N=C(/Nc1ccccc1)c1ccccc1)c1cccs1
[15] N#Cc1nc(Cc2cccc3ccccc23)oc1NCCCN1CCOCC1
compound no.,11,12,13,14,15
AGP1 TOR yeast,108,113,112,100,108
GRK2 aptamer HTS,0,0,0,0,0
MCL1-BIM inh,48*,-42,5,1,11
BCLXL inh,41*,-13,2,1,7
VLA-4 inh,-18,7,-5,0,8
GLD-1 RNA inh,10,1,2,7,3
Fam108B counter,10,-6,-3,-3,0
MEX-5 binding,1.4,-1.1,-0.6,-0.5,3.2
CIT2 TOR yeast,107,109,103,108,108

[16] COc1ccc(S(=O)(=O)Nc2cc(Sc3ncn[nH]3)c(O)cc2C)cc1
[17] CCCCCCCCCCC(=O)NNC(=O)c1c(O)c2ccccc2n(CC)c1=O
[18] Cc1ccc(S(=O)(=O)CC(c2ccccc2)N2CCOCC2)cc1 (centres undefined)
[19] CC(=O)N1c2ccccc2C(C)(c2ccccc2)CC1(C)C (centres undefined)
[20] O=C(COc1ccccc1)Nc1nnc(C23CC4CC(CC(C4)C2)C3)s1
compound no.,16,17,18,19,20
AGP1 TOR yeast,102,110,109,103,108
GRK2 aptamer HTS,3,2,4,3,2
MCL1-BIM inh,/,8,-10,7,1
BCLXL inh,/,-1,-2,6,1
VLA-4 inh,3,0,2,-2,23
GLD-1 RNA inh,2,8,-1,1,0
Fam108B counter,/,-1,-6,-1,-4
MEX-5 binding,/,-2.8,-0.3,1.6,1.6
CIT2 TOR yeast,93,/,106,99,117

[21] CCOC(=O)N1CCN(C(=O)CNC(=O)c2ccc(Cl)cc2)CC1
[22] COc1ccc(Cl)cc1Nc1nc(-c2sc(NC(=O)c3ccco3)nc2C)cs1
[23] Cc1cc(NC(=O)CSc2nc3c([nH]c4ccccc43)c(=O)n2-c2ccccc2F)no1
[24] Cc1ccccc1NC(=S)N1CCN(C(=O)c2ccco2)CC1
[25] O=C(c1ccccc1)c1nccn1-c1ccc(Cl)nn1
compound no.,21,22,23,24,25
AGP1 TOR yeast,104,89,92,99,102
GRK2 aptamer HTS,0,0,0,0,2
MCL1-BIM inh,-2,-3,9,27,1
BCLXL inh,-6,-1,0,5,2
VLA-4 inh,2,-1,7,0,15
GLD-1 RNA inh,-1,1,4,1,8
Fam108B counter,-1,19*,-6,2,0
MEX-5 binding,1.6,0.3,0.5,1.0,-2.2
CIT2 TOR yeast,91,87,95,114,102

[26] O=C1Nc2ccccc2N2CCCC12 (centres undefined)
[27] COc1ccc(C(=O)O)cc1S(=O)(=O)NC1CCN(Cc2ccccc2)CC1
[28] CCN(CC)c1ccc(/C=N/NC(=O)c2ccco2)c(O)c1
[29] O=C(N/N=C/c1cc(Br)c(O)c(Br)c1)c1cccc(C(F)(F)F)c1
[30] COc1ccc(-c2ocnc2C(=O)N2CCN(Cc3cccnc3)CC2)cc1
compound no.,26,27,28,29,30
AGP1 TOR yeast,93,102,97,90,99
GRK2 aptamer HTS,38,5,10,0,1
MCL1-BIM inh,7,/,8,3,1
BCLXL inh,21,/,2,3,1
VLA-4 inh,-9,-14,8,0,6
GLD-1 RNA inh,-8,5,-20,-2,-3
Fam108B counter,3,/,4,6,3
MEX-5 binding,-3.3,/,?,-1.4,/
CIT2 TOR yeast,91,101,80,97,90

[31] CCc1ccc(C(=O)NC(CCSC)C(=O)O)cc1 (centres undefined)
[32] O=C(O)c1ccc(/C=N/NC(=O)c2cc3ccccc3cc2O)cc1
[33] CNC(=O)c1ccsc1NC(=O)c1ccc2c(c1)CCCC2
[34] Cc1ccc(NC(=O)CN(C)C(=O)COc2cc(F)ccc2[N+](=O)[O-])cc1
[35] O=C(O)c1ccc(Cn2ccc3ccccc32)o1
compound no.,31,32,33,34,35
AGP1 TOR yeast,96,90,92,93,97
GRK2 aptamer HTS,1,1,3,1,2
MCL1-BIM inh,5,/,3,-1,11
BCLXL inh,7,/,5,3,9
VLA-4 inh,-4,15,35,9,4
GLD-1 RNA inh,1,-4,4,-6,2
Fam108B counter,0,/,-12,1,2
MEX-5 binding,-0.5,/,1.4,-0.3,-1.5
CIT2 TOR yeast,96,88,87,94,98

Given with values under each structure: part of the list above
The line under a structure holds: AGP1 TOR yeast	GRK2 aptamer HTS	MCL1-BIM inh	BCLXL inh	VLA-4 inh	GLD-1 RNA inh	Fam108B counter	MEX-5 binding	CIT2 TOR yeast
[31] CCc1ccc(C(=O)NC(CCSC)C(=O)O)cc1 (centres undefined)
  96	1	5	7	-4	1	0	-0.5	96
[32] O=C(O)c1ccc(/C=N/NC(=O)c2cc3ccccc3cc2O)cc1
  90	1	/	/	15	-4	/	/	88

Continuation.
[36] O=C(CSc1ccc2nnc(-c3ccccc3)n2n1)NCc1ccco1
[37] O=C(Nc1ccccn1)c1cc(-n2cnnc2)ccc1Cl
[38] O=C(CCN1C(=O)/C(=C\c2cccc(Br)c2)SC1=S)NCCCN1CCOCC1
[39] CCCNC(=O)N1CCN(S(C)(=O)=O)CC1
[40] CC(C)(C)NC(=O)CN(CCc1ccccc1)C(=O)c1csnn1
compound no.,36,37,38,39,40
AGP1 TOR yeast,96,97,102,108,101
GRK2 aptamer HTS,4,1,0,0,0
MCL1-BIM inh,3,3,18,-1,0
BCLXL inh,3,2,12,6,1
VLA-4 inh,4,30,-8,7,12
GLD-1 RNA inh,-1,2,-3,0,10
Fam108B counter,-4,-4,0,-1,0
MEX-5 binding,-0.8,0.1,-1.2,0.5,-0.9
CIT2 TOR yeast,87,93,102,101,92

[41] CC(=O)Nc1ccc(SCC(=O)c2cc(C)n(CC(F)(F)F)c2C)cc1
[42] C=CCn1c(C)nnc1SCC(=O)N1CCN(S(=O)(=O)c2ccccc2)CC1
[43] COc1ccc(CCNC(=O)CCS(=O)(=O)c2ccc3c(c2)oc(=O)n3C)cc1OC
[44] COc1ccc(-c2cc(C(F)(F)F)n3ncc(C(=O)N(C)Cc4ccccc4)c3n2)cc1
[45] COc1ccc(CCNS(=O)(=O)c2ccccc2[N+](=O)[O-])cc1OC
[46] N#Cc1c(NC(=O)CSc2nnnn2C2CCCC2)sc2c1CCCC2
[47] Cc1cc(C)nc(S/C=C/C(=O)c2ccccc2F)n1
[48] O=C1CC2(CCN(C(=O)c3cccc(Cl)c3)CC2)Oc2ccccc21
compound no.,41,42,43,44,45,46,47,48
AGP1 TOR yeast,101,99,105,91,85,98,112,108
GRK2 aptamer HTS,0,2,4,7,0,1,0,1
MCL1-BIM inh,4,-1,1,4,5,-7,10,-4
BCLXL inh,2,-2,5,2,-1,-7,6,-4
VLA-4 inh,24,3,-1,10,8,6,25,8
GLD-1 RNA inh,0,-1,-1,4,7,12,5,-1
Fam108B counter,-1,1,1,1,2,-2,-1,4
MEX-5 binding,2.4,-0.1,0.2,-0.3,0.7,0.5,1.0,3.1
CIT2 TOR yeast,104,98,107,92,93,96,110,99

No new results follow: entries from further up.
[35] O=C(O)c1ccc(Cn2ccc3ccccc32)o1
[36] O=C(CSc1ccc2nnc(-c3ccccc3)n2n1)NCc1ccco1
[37] O=C(Nc1ccccn1)c1cc(-n2cnnc2)ccc1Cl
[38] O=C(CCN1C(=O)/C(=C\c2cccc(Br)c2)SC1=S)NCCCN1CCOCC1
[39] CCCNC(=O)N1CCN(S(C)(=O)=O)CC1
[40] CC(C)(C)NC(=O)CN(CCc1ccccc1)C(=O)c1csnn1
[41] CC(=O)Nc1ccc(SCC(=O)c2cc(C)n(CC(F)(F)F)c2C)cc1
compound no.,35,36,37,38,39,40,41
AGP1 TOR yeast,97,96,97,102,108,101,101
GRK2 aptamer HTS,2,4,1,0,0,0,0
MCL1-BIM inh,11,3,3,18,-1,0,4
BCLXL inh,9,3,2,12,6,1,2
VLA-4 inh,4,4,30,-8,7,12,24
GLD-1 RNA inh,2,-1,2,-3,0,10,0
Fam108B counter,2,-4,-4,0,-1,0,-1
MEX-5 binding,-1.5,-0.8,0.1,-1.2,0.5,-0.9,2.4
CIT2 TOR yeast,98,87,93,102,101,92,104

[42] C=CCn1c(C)nnc1SCC(=O)N1CCN(S(=O)(=O)c2ccccc2)CC1
[43] COc1ccc(CCNC(=O)CCS(=O)(=O)c2ccc3c(c2)oc(=O)n3C)cc1OC
[44] COc1ccc(-c2cc(C(F)(F)F)n3ncc(C(=O)N(C)Cc4ccccc4)c3n2)cc1
[45] COc1ccc(CCNS(=O)(=O)c2ccccc2[N+](=O)[O-])cc1OC
compound no.,42,43,44,45
AGP1 TOR yeast,99,105,91,85
GRK2 aptamer HTS,2,4,7,0
MCL1-BIM inh,-1,1,4,5
BCLXL inh,-2,5,2,-1
VLA-4 inh,3,-1,10,8
GLD-1 RNA inh,-1,-1,4,7
Fam108B counter,1,1,1,2
MEX-5 binding,-0.1,0.2,-0.3,0.7
CIT2 TOR yeast,98,107,92,93
